p53ts 32C kill – kills p53ts cells at the permissive temperature; H1299-p53A138V at 32C, ATP luminescence viability, 24 h; Potency, µM (doses to about 46.1 µM), without a hit: at the top dose activity change, negative = cytotoxicity, usual class: cytotoxic; 130,000 tested, 0.93% active; AID 924;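 also: 0% = DMSO and -100% = full killing by reference compound; nearly all actives have a fitted effect of over 55% in size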
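Cells: H1299 p53ts (A138V), 600/well, pre-incubated 16–30 h at 37C. Cpd up to 46 uM, 24 h, 32C. Readout: ATPlite luminescence, 20 min RT. Normalization: DMSO vs tamoxifen 100 uM. AC50 by Hill equation.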
IkB signaling – inhibitors of IkB signaling in ABC-DLBCL cells | ABC-DLBCL IkBa-CBG/CBR dual luciferase ratio, 4 h; response scale: scaled: untreated 0%, proteasome inhibitor 100% | Potency, µM (highest dose often 57.1 µM), without a hit: at the top dose IkBa stabilization activation | 110,000 tested, 0.04% active | AID 445; active = well fitted curve in the direction sought with a large enough effect in the signal ratio, not every such curve was filed as active; inconclusive = small, poorly fitted or top-dose-only effect, or a change in a side signal; the % refers to the signal ratio;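 also: the direction sought is a rising ratio; 0% = basal untreated cells and 100% = reference inhibitor full response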
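Curves were fitted separately to fusion (green), unfused (red) and ratio luminescence, then classed by r2, magnitude and activity. Cells: OCI-Ly3, 4 h compound plus doxycycline at 37C; 10 uM MG-132 defined full response.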
p53ts 39C kill – p53ts cell cytotoxicity, nonpermissive temperature | H1299-p53A138V viability at 39C, ATP luminescence, 24 h | Potency, µM (series often up to 46.1 µM), for inactives: at the top dose activity change, negative = cell killing, hits mostly cytotoxic | 130,000 tested, 1.5% active | AID 902; also: nearly all actives have a fitted effect of over 55% in size
Imprint erasure – genomic imprint erasure induction | mouse ES Peg3-LacZ reporter, beta-gal luminescence, 40 h | Potency, µM (highest dose often 60.7 µM), without a hit: at the highest dose activity change, positive = activation, most hits filed as activators | 110,000 tested, 0.02% active | AID 1948;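 also: 0% = negative control wells on the plate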
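Imprint erasure is scored as LacZ activity from the silenced maternal Peg3 allele in feeder-free female ES cells cultured 40 h with LIF. Luminescence is normalized to in-plate negative controls and fitted to the Hill equation.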
The depositor's hits bear a star; ? = inconclusive; nt = not tested or not shown; & = joins results of further samples; [ ] = remark or other dose. Unless noted, calls follow the shape of the dose curve; as a rule, active = well fitted curve in the direction sought with a large enough effect; inconclusive = small, poorly fitted or top-dose-only effect, or another doubt; inactive = no such curve, though single readings can be large; an effect the other way counts as inactive or inconclusive. Unless noted, % is scaled to controls: 0 for no effect and ±100 for the full control effect; potency is read from the fitted curve at half-maximal effect.

SMILES	p53ts 32C kill	IkB signaling	p53ts 39C kill	Imprint erasure
Cc1ccc(CC(=O)NCc2nc(-c3ccccc3)no2)cc1	-6%	?	3%	-6%[10.9 µM]
O=C(O)c1cccc(NS(=O)(=O)c2ccc(Cl)c(C(=O)O)c2)c1	1%	0.3%	8%	0%
COc1ccccc1NC(=O)c1sc2nc(C)c(C(=O)Nc3ccc(C)cc3C)c(-c3cccs3)c2c1N	8%	6.7%	8%	-7%[10.9 µM]
COc1ccc(S(=O)(=O)Nc2cc(C(=O)NCCC(C)C)ccc2N2CCOCC2)cc1	-6%	0.7%	2%	-18%
CC(=O)c1ccc(NC(=O)CCc2c(C)nc3c(c2C)c(=O)n(C)c(=O)n3C)cc1	1%	-2.1%	14%	-9%[10.9 µM]
CNCC(O)c1ccc(O)c(O)c1 (centres undefined)	2%	nt	-6%	-14%&-16%
COc1cc(NC(=O)C(CC(C)C)NS(=O)(=O)c2ccc3c(c2)CCN3C(C)=O)cc(OC)c1 (centres undefined)	7%	?	16%	11%[10.9 µM]
Cc1cccc(CS(=O)(=O)Cc2ccc(C(=O)O)o2)c1	-4%	0.4%	-7%	-7%
CC(Oc1ccccc1)C(=O)NC1CCN(Cc2ccccc2)CC1 (centres undefined)	3%	1.1%	5%	-5%
Cc1ccc2c(C(=O)CN3CCN(c4ccccc4)CC3)c(C)[nH]c2c1	2%	2.3%	9%	-8%

Full records as entered above. Order of values: p53ts 32C kill, IkB signaling, p53ts 39C kill, Imprint erasure
CNCC(O)c1ccc(O)c(O)c1 (centres undefined) as listed: 2%, nt, -6%, -14%&-16%
Cc1ccc(CC(=O)NCc2nc(-c3ccccc3)no2)cc1 as listed: -6%, ?, 3%, -6%[10.9 µM]
CC(Oc1ccccc1)C(=O)NC1CCN(Cc2ccccc2)CC1 (centres undefined) as listed: 3%, 1.1%, 5%, -5%
CC(=O)c1ccc(NC(=O)CCc2c(C)nc3c(c2C)c(=O)n(C)c(=O)n3C)cc1 as listed: 1%, -2.1%, 14%, -9%[10.9 µM]
COc1ccccc1NC(=O)c1sc2nc(C)c(C(=O)Nc3ccc(C)cc3C)c(-c3cccs3)c2c1N as listed: 8%, 6.7%, 8%, -7%[10.9 µM]

(continued)
SMILES	p53ts 32C kill	IkB signaling	p53ts 39C kill	Imprint erasure
CCCCNC(=O)C(c1ccc(OCC(=O)OC)c(C(=O)OC)c1)N(CCC1=CCCCC1)C(=O)CCCCCN1C(=O)NC(c2ccc(-c3ccccc3)cc2)C(C(=O)OCc2ccccc2)=C1C (centres undefined)	11%	nt	20%	-11%
COc1ccccc1N(C(=O)c1snc(C(N)=O)c1N)C(C(=O)NC1CCCC1)c1ccco1 (centres undefined)	1%	?	-3%	-11%
CCN(CC)c1nc(Nc2ccccc2)nc(Oc2ccc(=O)n(C)n2)n1	0%	-1.9%	-11%	-21%
CCc1c(C(=O)N/N=C/c2ccc(C)o2)csc1C	6%	nt	21%	nt
Cc1noc(C)c1S(=O)(=O)Nc1ccc(C(=O)N2CCN(c3ccc(Cl)cc3)CC2)cc1	-17%	4.5%	-19%	-25%
O=C(CCS(=O)(=O)c1ccc(Br)cc1)Nc1ccc2c(c1)OCO2	-7%	nt	16%	nt
C=C1Cn2c(nnc2-c2ccc(Cl)cc2)S1	-9%	-2.4%	12%	-1%
CCOC(=O)CSc1nc2ccccc2c(=O)n1CC1COc2ccccc2O1 (centres undefined)	2%	-1.3%	1%	-16%
CCc1ccc(NC2=NCC(=O)N2c2ccc3c(c2)OCCO3)cc1	6%	1.6%	8%	-11%
COc1ccc(OC)c(CNS(=O)(=O)c2cc(-c3onc(C)c3C)ccc2C)c1	3%	?	-8%	?
O=C(CN1CCN(S(=O)(=O)c2ccc(F)cc2)CC1)Nc1ccc2c(c1)OCCO2	-2%	-1.5%	-6%	-17%
O=C(Cc1ccccc1)NO	-1%	nt	1%	-6%
CCC(Cc1ccccc1)NC(=O)CN1C(=O)COc2ccc(S(=O)(=O)N3CCCCCC3)cc21 (centres undefined)	1%	0.2%	-12%	?
CCOc1ccc(CCNC(=O)c2cc3c(=O)n(C)c4ccccc4c3n2C)cc1	-2%	1.0%	1%	-7%[10.9 µM]
CCn1nnc(-c2ccccc2NS(=O)(=O)c2ccc(C(=O)OC)cc2)n1	9%	1.3%	-3%	-18%
CCOc1ccccc1C(=O)N1CCN=C1SC	-2%	0.3%	-10%	-2%
COC(=O)c1nc(-c2ccc(C)cc2)oc1N(C)C	-22%	-1.8%	-27%	-3%
O=C(NCc1ccco1)c1cnn2c(C(F)(F)F)cc(-c3cccs3)nc12	-7%	11%	-3%	nt
CC1CCc2nn(CC(=O)Nc3ccc(F)cc3F)cc2C1 (centres undefined)	-5%	-3.6%	4%	-4%
O=c1cc(-c2ccccc2)c2ccccc2[nH]1	6%	-1.0%	11%	-1%
Cc1c(NC(=O)c2ccccc2N)cccc1C(=O)O	-15%	?	-14%	-91%[inhibitor]
CCOc1ccc(N2C(=O)CC(SC(=NC)Nc3cccc(F)c3)C2=O)cc1 (centres undefined)	6%	-0.2%	8%	-10%
COc1ccc(-n2nc(C(=O)NCCc3ccc(OC)c(OC)c3)c3c4ccccc4n(C)c3c2=O)cc1	5%	-3.6%	?	-12%[10.9 µM]
O=c1[nH]c2cc3c(cc2cc1C(c1nnnn1Cc1ccccc1)N1CCN2CCCC2C1)OCCO3 (centres undefined)	-11%	3.3%	-1%	-4%
COc1cccc2cc(C(=O)Nc3ccc(F)c(F)c3)c(=O)oc12	5%	?	22%	7%[10.9 µM]
O=C(O)CCCC(=O)N1CCN(c2nc(-c3ccccc3)c3ccccc3n2)CC1	5%	2.8%	11%	-13%
O=C(O)c1ccc(NS(=O)(=O)Cc2ccccc2)cc1	-6%[9.22 µM]	-0.6%[11.4 µM]	11%[9.22 µM]	-9%[10.9 µM]
Cc1ccc(S(=O)(=O)c2nnn3c2nc(N2CCOCC2)c2sccc23)cc1C	16%	-0.9%	-4%	-5%[10.9 µM]
CCN(CC)C(=O)Cn1c(=O)n(CCCCCC(=O)NCc2ccc(C)cc2)c(=O)c2sccc21	0%	0.6%	7%	13%[10.9 µM]
CCCCCn1c(CN(C)Cc2ccccc2)nc2c1c(=O)n(C)c(=O)n2C	9%	?	15%	-24%
CCN(CC)c1ccc(C(NC(C)=O)NC(C)=O)cc1	1%	2.1%	2%	-3%
CCc1ccc2c(COn3nnc4ccc(S(=O)(=O)N(C)C)cc43)cc(=O)oc2c1	-7%	2.5%	10%	-16%
CCOC(=O)C1=C(C)Nc2ncnn2C1c1c[nH]c2ccccc12 (centres undefined)	1%	0.1%	29%	-6%
COc1ccc(N2CCN(S(=O)(=O)c3c(C)nc4sc(C)cn4c3=O)CC2)cc1	0%	-0.2%	-10%	-13%[10.9 µM]
COc1cc2c(cc1NC(=O)COC(=O)c1ccc(C(C)(C)C)cc1)oc1ccccc12	15%	nt	10%	nt
CCOC(=O)N1CCC(NC2CCCCCCC2)CC1	3%	1.8%	1%	6%
O=C(CSc1nc2cc(C(=O)NC3CCCC3)ccc2c(=O)n1CC1CCCO1)c1cccc(Cl)c1 (centres undefined)	9%	?	-23%	-9%[10.9 µM]
CCCCC(=O)Nc1ccc(OCc2cc(=O)n3c(C)csc3n2)cc1	2%	0.6%	21%	-20%[10.9 µM]
Cc1ccc(NC(=O)CC2SCCNC2=O)cc1Cl (centres undefined)	-12%	-1.6%	-8%	-7%
CC(C)CNC(=O)CSc1nnc(CN2CCCCCC2=O)n1-c1ccccn1	2%	0.2%	-1%	0%
COc1ccc(OC)c(-c2csc(N(Cc3ccco3)C(=O)c3cccs3)n2)c1	-9%	-0.1%	-4%	-12%
Cn1c(SCC(=O)NCc2cccs2)nnc1-c1cccs1	10%	0.0%	8%	-5%
CCOC(=O)C1CCN(C(=O)c2ccc(Cl)c(NC3=NC4CS(=O)(=O)CC4S3)c2)CC1 (centres undefined)	4%	-1.6%	0%	12%
O=C(CSc1ncnc2nc[nH]c12)NCCc1ccccc1	-1%	0.9%	14%	6%
Cc1ccc(CNC(=O)CCNS(=O)(=O)c2ccc3c(c2)c(=O)n(C)c(=O)n3C)cc1	14%	-0.7%	-10%	-10%
Cc1cc(C(=O)NC(C)c2ccncc2)no1 (centres undefined)	2%	nt	-3%	nt
COc1ccc(N(CC(=O)NC2CCCC2)C(=O)CCC(=O)Nc2cc(C)on2)c(OC)c1	8%	0.7%	-9%	-12%
COC(=O)c1cc(OC)c(OC)cc1NC(=O)CCC1CCCC1	4%	-1.4%	19%	-8%
Cc1ccc(OCCCn2c(-c3ccc(Cl)cc3)nc3ccccc3c2=O)c(C)c1	-4%	1.4%	3%	-2%[10.9 µM]
CCOC(=O)CCN1C(=O)[C@H]2[C@H]3[C@H](O)[C@H](O)C/C(=N/NC(=O)OCc4ccccc4)[C@H]3CC[C@@H]2C1=O	6%[9.22 µM]	nt	12%[9.22 µM]	nt
(further entries)
SMILES	p53ts 32C kill	IkB signaling	p53ts 39C kill	Imprint erasure
CC(C)CCNC(=O)c1cc(Sc2ccc(F)cc2F)nc2ccccc12	3%	1.4%	?	-20%[10.9 µM]
O=C(CCc1nc2ccccc2[nH]1)N1CCN(C(=O)c2ccco2)CC1	-3%	0.1%	1%	-5%
COC(=O)C(C)Sc1nc(-c2ccc(OC)cc2)nc2c1c(=O)n(C)c(=O)n2C (centres undefined)	4%	-0.2%	8%	14%
CC(C)(C)c1ccc(Oc2nc3ccccn3c(=O)c2/C=C(\C#N)c2nc3ccccc3[nH]2)cc1	3%	?	5%	9%[10.9 µM]
Cn1nnnc1SCc1cccc(CSc2nnnn2C)n1	1%	-0.3%	-1%	-2%
COc1ccc(N2CCN(C(=O)CSc3nnc(Cn4nnc5ccccc54)n3C)CC2)cc1	-5%	0.8%	-7%	-13%
CCNc1ncc2nc(-c3cc(F)cc(F)c3)c(=O)n(CCOC)c2n1	-1%	-4.5%[11.4 µM]	-5%	?
Cc1ccccc1NC(=O)CCn1nc(-c2ccccc2)c2ccccc2c1=O	11%	-1.2%	0%	-10%[10.9 µM]
CCc1ccc(C2c3c(oc4ccc(F)cc4c3=O)C(=O)N2CCc2ccc(OC)cc2)cc1 (centres undefined)	1%	?	-9%	-5%[10.9 µM]
O=C(Nc1ccc(Cc2ccncc2)cc1)c1ccc(S(=O)(=O)N2CCOCC2)cc1	-2%	?	-14%	-20%
Cc1ccc(S(=O)(=O)Nc2cc3c(C(=O)OCc4ccccc4)c(C)oc3c3ccccc23)cc1	1%	?	-21%	-12%[10.9 µM]
O=C(COc1ccc(Cl)cc1Cl)Nc1cccc2cccnc12	-3%	-2.4%	2%	7%[10.9 µM]
CCn1c(C)nc2cc(-c3nnc(-c4c(-c5ccccc5)noc4C)o3)ccc21	-28%	2.1%	-9%	-22%
CCOC(=O)Cc1csc(NC(=O)CSc2nnnn2-c2ccc(C)cc2C)n1	-8%	nt	-4%	nt
Cc1ccc(S(=O)(=O)N2c3ccccc3NC(=O)C2CC(=O)Nc2ccccc2)cc1 (centres undefined)	10%	-2.6%	20%	nt
Cn1nc(C(C)(C)C)cc1C(=O)Nc1nc2c(s1)C(=O)CC(C)(C)C2	3%	-1.4%	5%	9%
O=C(c1cnc2sccn2c1=O)N1CCc2ccccc2C1	1%	-0.2%	-11%	-18%
Cc1c(C(=O)O)oc2ccc(S(=O)(=O)N3CCCCC3C(=O)O)cc12 (centres undefined)	0%	3.5%	-9%	-7%
O=C(Nc1ccccc1N1CCCC1)c1cccnc1	9%	0.4%	12%	-4%
COc1ccc(OCC(=O)Nc2ccc(C(=O)OCc3cc(=O)n4nc(C)sc4n3)cc2)cc1	-3%	1.0%	-17%	-4%[10.9 µM]
CCOc1ccccc1C(=O)N1CCC(C(=O)c2ccc(F)cc2)CC1	10%	nt	-1%	nt
CCc1ccccc1NC(=O)CCCSc1nc(-c2ccco2)cc(C(F)(F)F)n1	4%	0.5%	-2%	-11%[10.9 µM]

Looked up by compound from the entries so far, three records:
SMILES	p53ts 32C kill	IkB signaling	p53ts 39C kill	Imprint erasure
COc1ccc(OCC(=O)Nc2ccc(C(=O)OCc3cc(=O)n4nc(C)sc4n3)cc2)cc1	-3%	1.0%	-17%	-4%[10.9 µM]
O=C(c1cnc2sccn2c1=O)N1CCc2ccccc2C1	1%	-0.2%	-11%	-18%
Cc1ccc(S(=O)(=O)Nc2cc3c(C(=O)OCc4ccccc4)c(C)oc3c3ccccc23)cc1	1%	?	-21%	-12%[10.9 µM]

Screens (PubChem)
